# PhoP inhibition: inhibitors of PhoP regulon expression, primary screen, Salmonella Typhimurium, GFP reporter (AID 1863); S. Typhimurium PhoP-regulated promoter GFP reporter, 4 h; higher % means a stronger effect; inhibition, % at 50 µM; hits with a dose series show IC50 in µM; actives 0.16% (n = 300,000);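 active = inhibition over 29.93%, a cutoff 3 SD above the screen mean, later confirmed by dose response; inconclusive = inhibition over 29.93% but no dose response follow-up; inactive = inhibition at most 29.93% or unconfirmed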;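 note: 0% = low Mg2+ inducing control and 100% = high Mg2+ repressing control; strong numbers were not always called active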
# HEK293 NOD2/NF-kB: NOD2 signaling inhibitors, cell-based, luminescence, uHTS, HEK293 (AID 1566). HEK293 NOD2/NF-kB luciferase reporter, luminescence; higher % means a stronger effect. actives 0.63% (n = 290,000). one-dose inhibition, % at 4 µM; EC50 in µM for titrated hits; note: many of its hits are not listed in these tables
# SIAH1 antagonists: Siah-1 peptide-binding antagonists, primary screen, biochemical, fluorescence polarization, rhodamine-plectin, uHTS (AID 1817). E3 ubiquitin-protein ligase SIAH1 (Homo sapiens). Siah-1 / rhodamine-plectin peptide fluorescence polarization; higher % means a stronger effect. one-dose displacement, % at 20 µM; IC50 in µM for titrated hits. actives 0.02% (n = 290,000);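 active = displacement of at least 50% at 20 µM, with a fluorescence ratio check between 0.3 and a set limit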;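 note: plate controls were Siah plus tracer with DMSO for no effect and tracer alone without Siah for full effect; strong numbers were not always called active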
# KOR beta-arrestin-1: KOR antagonists, beta-arrestin recruitment, cell-based, luminescence, uHTS (AID 1778); inhibition, % at 10 µM; hits with a dose series show IC50 in µM; actives 0.091% (n = 290,000); KOR beta-arrestin recruitment, luminescence, antagonist mode; higher % means a stronger effect; note: strong numbers were not always called active
# NOD1 NF-kB reporter: NOD1 signaling inhibitors, primary screen, cell-based, luminescence, uHTS (AID 1578); NOD1-driven NF-kB luciferase reporter cells, luminescence; higher % means a stronger effect; actives 1% (n = 290,000); inhibition, % at 4 µM; hits with a dose series show EC50 in µM; in the data active = inhibition mostly above about 36%, no sharp cut-off; inactive = mostly below about 34%;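 note: HEK-293T reporter cells stimulated with the NOD1 agonist gamma-tri-DAP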
# HIV fusion peptide: inhibitors of HIV fusion peptide binding, primary screen, biochemical, uHTS, fluorescence dequenching (AID 1986). cell-free peptide binding, fluorescence dequenching, 30 min; higher % means a stronger effect. inhibition, % at 20 µM; hits with a dose series show IC50 in µM. actives 0.3% (n = 290,000); in the data active = inhibition mostly above about 52%, no sharp cut-off; inactive = mostly below about 76%; note: some results filed as inactive read as strong as hits
# KOR beta-arrestin-2: KOR agonists, beta-arrestin recruitment, primary screen, cell-based, luminescence, uHTS (AID 1777); Kappa-type opioid receptor (Homo sapiens); KOR beta-arrestin recruitment, luminescence; higher % means a stronger effect; activation, % at 10 µM; hits with a dose series show EC50 in µM; actives 0.02% (n = 280,000); in the data active = activation above about 50%, passing the limit was not always enough; note: a part of the inactive calls stands beside numbers as strong as those of hits
# LYP phosphatase: inhibitors of LYP phosphatase, biochemical, fluorescence intensity, uHTS (AID 1779). Tyrosine-protein phosphatase non-receptor type 22 (Homo sapiens). recombinant LYP phosphatase, fluorescence intensity; higher % means a stronger effect. one-dose inhibition, % at 11.5 µM; IC50 in µM for titrated hits. actives 0.054% (n = 290,000);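 note: plate controls were vehicle with enzyme for no effect and no enzyme for full effect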
# Myeloid diff MLP: induction of myeloid progenitor differentiation, primary screen, cell-based, flow cytometry, MLPCN library; ER-HoxA9 myeloid progenitors, lysozyme-GFP differentiation; calls only at 10 µM; actives 1% (n = 360,000);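 active = normalized GFP-positive differentiation at or above the plate's own cutoff, the solvent-only control mean plus 3 SD; inconclusive = no clear call, values can overlap the other calls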;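 note: cells exposed to compound for four days before flow analysis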
# Myeloid diff MLP GFP+ MAC1+ %: recorded beside Myeloid diff MLP, whose call it bears; GFP+ MAC1+ double positive, %; measured here: differentiation confirmed by MAC1 staining
# An asterisk follows results filed as active; i = inactive; ? = inconclusive; . = no result given; [ ] = remark or other dose. Cut-off read from the data, not from the text of the source, unless noted: active = inhibition above about 50%; inactive = the rest. This is a subset, so the mix of outcomes need not match the whole.
# Order of results: PhoP inhibition | HEK293 NOD2/NF-kB | SIAH1 antagonists | KOR beta-arrestin-1 | NOD1 NF-kB reporter | HIV fusion peptide | KOR beta-arrestin-2 | LYP phosphatase | Myeloid diff MLP | Myeloid diff MLP GFP+ MAC1+ %
N#C/C(=C\c1c(N2CCCCCC2)nc2ccccn2c1=O)C(=O)NC1CCS(=O)(=O)C1 (stereo not given)
  -8% | 4% | 6% | -11% | -16% | 1.9% | 1.3% | -32% | i | 0.4
CN(C(=O)c1nn(C)c2c1CSc1ccccc1-2)c1ccccc1Cl
  8% | 15% | 4% | -12% | -34% | 1.0% | 7.7% | -1% | i | 0.8
COc1ccc(OC)c(NC(=O)C2CCN(C(=O)c3cccs3)CC2)c1
  3% | 10% | 2% | -14%[20 µM] | -27% | -2.0% | . | -5% | i | 0.1
Nc1nc(CN2CCOCC2)cs1
  -15% | 10% | -5% | -16% | -21% | 0.0% | 0.8% | -11% | i | 0.9
CN1C=CC=C/C1=C1\SC(=S)N(c2ccccc2)C1=O
  -1% | 17% | 5% | 26% | -4% | -1.4% | -2.0% | 1% | i | 0.1
Cc1cc(Nc2ccccc2)n(-c2ccc(C(=O)O)cc2)n1
  0% | 13% | 16% | -9% | -36% | 1.2% | 0.0% | -2% | i | 0.5
COc1ccc(NC(=O)c2sc3ncnc(N4CCN(c5ccccn5)CC4)c3c2C)cc1Cl
  -1% | 26% | 2% | -13% | 42% | -0.3% | -0.5% | 10% | i | 1.5
COc1ccc(NC(=S)NCCc2ccccc2)c(OC)c1
  8% | 4% | -4% | 25% | -12% | -1.6% | 3.2% | -2% | i | 7.3
O=C(NC1CCc2ccccc21)C1CCN(S(=O)(=O)c2ccc(-n3cnnn3)cc2)CC1 (stereo not given)
  -6% | 6% | -1% | 9% | -12% | 3.0% | 2.3% | -4% | i | 0.6
CCOc1ccc2nc(SCC(=O)NNC(=O)c3ccco3)c(C)cc2c1
  -12% | 13% | -1% | -32% | 17% | 0.7% | -1.2% | -6% | i | 0.3
O=[N+]([O-])c1ccccc1S(=O)(=O)NCCC1=CCCCC1
  0% | 6% | 5% | 36% | -10% | 0.2% | -1.5% | 0% | i | 1.8
O=c1c2c(n3nnnc3n1Cc1ccccc1)-c1ccccc1CC21CCCC1
  6% | 27% | -6% | -12% | 11% | -2.9% | -5.0% | -7% | i | 0.3
COc1ccc(-c2nnc(SCc3cccc(C)c3)n2N)cc1
  1% | 10% | -2% | 0% | 15% | 0.5% | 3.7% | -6% | i | 0.6
COc1ccc2c(c1)c(CC(=O)OC(C)C(=O)N(C)C)c(C)n2C(=O)c1ccc(Cl)cc1 (stereo not given)
  7% | 26% | 8% | 7% | -19% | -1.0% | -2.1% | 0% | i | 1.0
Clc1ccc(CSc2ncn[nH]2)cc1
  -22% | -10% | -4% | 23% | 18% | 1.6% | 0.1% | -3% | i | 0.7
COc1cc(/C=C/C(=O)N[C@@H](Cc2c[nH]c3ccccc23)C(=O)O)ccc1O
  0% | 0% | 2% | -10% | -8% | -0.3% | -5.0% | -3% | i | 0.3
CSc1nc(-c2ccco2)nn1C(=O)c1ccc(Cl)cc1
  -15% | 6% | 1% | 21% | 5% | -0.7% | -4.5% | -8% | . | .
Cc1cc(C)n2c(SCC(=O)Nc3ccc(Cl)cn3)nnc2n1
  -2% | 2% | -3% | -25% | 43% | 1.9% | 0.1% | -7% | . | .
Cc1[nH]n(-c2ccccc2)c(=O)c1C=Nc1ccc(S(=O)(=O)NC(N)=O)cc1
  -7% | 11% | 14% | 22% | -3% | -1.6% | 4.8% | -3% | i | 0.5
CCOC(=O)C(C(=O)OCC)C(=O)c1cc(OC)c(OC)c(OC)c1
  -7% | 8% | 2% | -54% | -4% | 1.7% | 1.2% | -8% | i | 1.0
CCOC(=O)Cc1csc(NC(=O)c2cccc(OC)c2)n1
  -10% | 1% | 2% | -61% | -18% | 0.2% | 1.1% | -6% | i | 1.5
CCc1cccc(C)c1NC(=O)C1CCN(c2nn3c(=O)cc(C)nc3s2)CC1
  4% | 1% | -2% | -22% | -28% | -1.9% | 2.5% | -5% | ? | .
Cn1nnnc1SCC(=O)N1CCc2ccccc21
  -3% | -11% | -2% | 22% | -3% | -1.2% | 1.1% | -1% | i | 0.5
COc1ccc(C(CNC(=O)c2ccc(N3CCCC3=O)cc2)N(C)C)cc1 (stereo not given)
  -5% | -6% | 0% | 3% | -9% | 0.1% | 0.1% | -9% | i | 1.1
O=C(/C=C\c1ccco1)c1ccc(NC(=O)c2ccco2)cc1
  . | -46% | 0% | -8%[20 µM] | -46% | 58% | -0.8% | 12% | . | .
O=C(Cn1nnc2ccccc21)OCC(=O)c1ccc(Cl)cc1
  . | -9% | -4% | 21% | 4% | -1.3% | 0.2% | -6% | . | .
CCOC(=O)c1cc(S(=O)(=O)Nc2ccc(OC)cc2OC)cn1C
  8% | 16% | 0% | -4% | 0% | -1.4% | 7.5% | -10% | i | 0.4
O=C(c1ccco1)N1CCN(C(=O)c2[nH]ncc2[N+](=O)[O-])CC1
  0% | 10% | -8% | 4% | -14% | 0.8% | -2.8% | -5% | i | 0.2
COC(=O)c1sc2nc3c(c(-c4cccs4)c2c1N)CCCC3
  8% | 12% | -4% | -10% | -21% | 5.6% | -1.4% | 9% | i | 0.3
Cc1ccc(C(=O)Cc2cc3ccccc3oc2=O)c(C)c1
  -5% | -65% | -4% | 6% | -3% | -1.6% | 8.8% | -3% | i | 0.2

# Six structures out of the list, ordered by molecular weight, low to high.
# Order of results: PhoP inhibition | HEK293 NOD2/NF-kB | SIAH1 antagonists | KOR beta-arrestin-1 | NOD1 NF-kB reporter | HIV fusion peptide | KOR beta-arrestin-2 | LYP phosphatase | Myeloid diff MLP | Myeloid diff MLP GFP+ MAC1+ %
Cn1nnnc1SCC(=O)N1CCc2ccccc21
  -3% | -11% | -2% | 22% | -3% | -1.2% | 1.1% | -1% | i | 0.5
Cc1ccc(C(=O)Cc2cc3ccccc3oc2=O)c(C)c1
  -5% | -65% | -4% | 6% | -3% | -1.6% | 8.8% | -3% | i | 0.2
O=C(/C=C\c1ccco1)c1ccc(NC(=O)c2ccco2)cc1
  . | -46% | 0% | -8%[20 µM] | -46% | 58% | -0.8% | 12% | . | .
CCOC(=O)Cc1csc(NC(=O)c2cccc(OC)c2)n1
  -10% | 1% | 2% | -61% | -18% | 0.2% | 1.1% | -6% | i | 1.5
O=C(Cn1nnc2ccccc21)OCC(=O)c1ccc(Cl)cc1
  . | -9% | -4% | 21% | 4% | -1.3% | 0.2% | -6% | . | .
CCOC(=O)c1cc(S(=O)(=O)Nc2ccc(OC)cc2OC)cn1C
  8% | 16% | 0% | -4% | 0% | -1.4% | 7.5% | -10% | i | 0.4

# Further records follow.
# Order of results: PhoP inhibition | HEK293 NOD2/NF-kB | SIAH1 antagonists | KOR beta-arrestin-1 | NOD1 NF-kB reporter | HIV fusion peptide | KOR beta-arrestin-2 | LYP phosphatase | Myeloid diff MLP | Myeloid diff MLP GFP+ MAC1+ %
O=C(Nc1ccc2ccccc2n1)c1ccccc1
  10% | -150% | 2% | 9% | -23% | -1.9% | 2.7% | -5% | i | 0.4
CCCCNS(=O)(=O)c1ccc2c(c1)oc(=O)n2CC(=O)OCC
  13% | 14% | 1% | -17% | 3% | 0.1% | -0.4% | -5% | i | 0.8
CC(C)(C)N1C(=O)[C@H]2[C@@H](c3ccc(Br)cc3)N3C(=O)N(c4ccc(Br)cc4)C(=O)[C@@]3(Cc3ccccc3)[C@H]2C1=O
  -3% | 4% | -9% | -39%[20 µM] | 52% | 1.2% | 0.2% | -1% | i | 1.5
Cn1c(COc2ccc(Cl)cc2)nnc1SCC(=O)Nc1ccc2c(c1)CCC2
  -2% | 10% | 6% | -15% | 3% | -0.1% | 3.0% | -11% | i | 0.4
O=C(Cn1nnc(-c2ccc(Cl)cc2)n1)NCC1CCCCC1
  9% | -5% | -1% | -29% | -8% | -0.7% | 12% | -9% | i | 1.0
O=C(NCCCCl)C1CC(=O)N(CCc2ccc(F)cc2)C1 (stereo not given)
  -2% | 19% | 1% | -25%[20 µM] | 15% | 0.0% | -1.3% | -4% | i | 0.7
CCOC(=O)C1(Cc2cccc(F)c2)CCN(C(=O)C2CCOCC2)CC1
  0% | 11% | -4% | -7% | -12% | -0.2% | -5.7% | -8% | i | 0.4
COc1ccc2nc(SCc3ccccc3C)nc(C)c2c1
  -14% | -29% | 1% | 77% | -8% | 3.3% | -0.1% | -2% | i | 0.5
CC1=C(C)/C(=N/OC(=O)c2cccc([N+](=O)[O-])c2)C=CC1=O
  -5% | 26% | -6% | 9% | 2% | 0.8% | -2.8% | -4% | i | 1.1
CC1(C)CCN(Cc2ccccc2)C1CC#N (stereo not given)
  -3% | 11% | 2% | 2% | 4% | -0.5% | 14% | 0% | i | 0.9
O=[N+]([O-])c1ccc(Cl)c(/C=N/NC(=S)Nc2ccccc2)c1
  -2% | -1% | 2% | -36% | -6% | -2.5% | 1.5% | 0% | i | 1.2
CCOc1ccc(Oc2nc(C)cc(OC)n2)nn1
  -6% | 14% | 2% | 14% | -14% | 1.7% | 1.3% | -7% | i | 0.4
COc1ccc(-c2noc(C3CCCN(C(=O)c4ccc(C)cc4)C3)n2)cc1 (stereo not given)
  4% | 5% | 5% | 10% | -6% | -0.8% | -0.2% | 3% | i | 0.4
CC(=O)c1c(C)oc2ccc(N(C(C)=O)S(=O)(=O)c3cccc4cccnc34)cc12
  -7% | 36% | -2% | 2% | -8% | -0.2% | 2.3% | 1% | i | 0.4
COc1ccc(OC)c(NC(=O)Cc2ccc(NC3=NC4CS(=O)(=O)CC4S3)cc2)c1 (stereo not given)
  . | 10% | 3% | -10%[20 µM] | -13% | -0.9% | -1.9% | -9% | i | 6.4
O=C(CC(NS(=O)(=O)c1ccc(Cl)cc1)c1ccco1)N1CCc2ccccc21 (stereo not given)
  30% | -4% | 1% | 18% | 7% | -0.7% | -3.8% | 5% | i | 1.5

# Screening results deposited in PubChem by several laboratories.
